BRCT inh green – BRCA1 BRCT-phosphoprotein interaction inhibition. BRCA1 BRCT-phosphopeptide binding, green fluorescence polarization. Potency, µM (highest dose often 76.9 µM), without a hit: at the highest dose activity change, negative = inhibition, most hits filed as inhibitors. 0.05% of 75,000 active. AID 875;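 note: potency is the fitted concentration of half-maximal effect; plate controls were peptide without protein for full effect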
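Compounds were incubated for 12 min at room temperature with a complex of 100 nM fluorescein-tagged pBACH1 decapeptide and 250 nM His-tagged BRCT protein. Buffer was phosphate pH 7.3 with EDTA, DTT and Tween 20. Disruption of binding lowers the polarization signal.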
USP2a inhib – USP2a (human) protease inhibition | Potency, µM (doses to about 38.3 µM), for the others: at the top dose activity change, negative = inhibition, most hits filed as inhibitors | 0.1% of 60,000 active | O75604 | AID 927 | USP2a enzymatic assay, qHTS inhibition;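 note: potency is the fitted concentration of half-maximal effect; nearly all actives have a fitted effect of over 60% in size; plate controls were DMSO for no effect and NEM full inhibition control for full effect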
Target sequence (O75604 whole entry, looked up): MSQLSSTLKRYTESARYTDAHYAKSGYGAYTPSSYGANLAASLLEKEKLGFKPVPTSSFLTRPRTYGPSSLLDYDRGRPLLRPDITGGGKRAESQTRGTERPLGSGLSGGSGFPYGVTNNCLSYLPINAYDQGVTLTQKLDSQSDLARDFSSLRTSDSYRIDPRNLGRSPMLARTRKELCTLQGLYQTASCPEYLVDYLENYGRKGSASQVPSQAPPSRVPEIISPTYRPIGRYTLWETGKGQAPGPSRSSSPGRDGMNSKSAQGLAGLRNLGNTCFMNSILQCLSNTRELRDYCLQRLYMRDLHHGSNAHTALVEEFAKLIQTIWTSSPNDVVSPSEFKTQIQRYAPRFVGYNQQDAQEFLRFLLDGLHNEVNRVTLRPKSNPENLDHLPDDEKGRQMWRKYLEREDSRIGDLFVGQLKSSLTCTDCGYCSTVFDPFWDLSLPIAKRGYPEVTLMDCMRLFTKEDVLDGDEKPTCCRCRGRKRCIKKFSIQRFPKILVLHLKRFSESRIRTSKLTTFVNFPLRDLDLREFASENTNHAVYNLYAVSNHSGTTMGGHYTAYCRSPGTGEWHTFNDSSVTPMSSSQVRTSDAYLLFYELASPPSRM
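USP2 core (20 nM final) was preincubated with compound for 30 min at RT in 20 mM Tris-HCl pH 8.0, 2 mM CaCl2, 2 mM beta-mercaptoethanol; Ub-PLA2 (20 nM) plus NBD C6-HPC (20 uM) then added, fluorescence read after 2.5 h.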
15-hLO inh – 15-hLO (ALOX15) enzyme inhibition; purified 15hLO-1, xylenol orange hydroperoxide absorbance; P16050; 1.4% of 74,000 active; Potency, µM (top dose mostly 57.1 µM), without a hit: at the highest dose activity change, negative = inhibition, actives largely listed as inhibitors; note: potency is the fitted concentration of half-maximal effect; nearly all actives have a fitted effect of over 55% in size
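Purified human 15hLO-1 (40 nM final) in 25 mM Hepes pH 7.5, 0.01% Triton X-100 was preincubated with compound 15 min at room temperature, then reacted 6 min with 50 uM arachidonic acid; hydroperoxide detected by Fe-XO, 573/405 nm absorbance ratio.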
BRCT PPI red – BRCT-phosphoprotein interaction inhibition (red fluorophore) | P38398 | BRCT-phosphopeptide binding, red fluorescence polarization | Potency, µM (series often up to 76.9 µM), for the others: at the highest dose activity change, negative = inhibition, hits mostly inhibitors | 0.03% of 75,000 active
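Rhodamine-labelled pBACH1 10-mer (100 nM) bound to BRCT domain (100 nM) at pH 7.3; compounds incubated 12 min room temperature, polarization read. Free peptide defines full inhibition; unlabelled decapeptide titrated as control.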
Starred values were filed as active, the others as inactive; u = inconclusive; [ ] = another dose, or the depositor's remark. Calls come from the whole dose curve; as a rule, active = well fitted inhibition curve with a large enough effect; inconclusive = small, poorly fitted or top-dose-only effect; inactive = no such curve, though single readings can be large or run the other way. Unless noted, % is set by controls: 0 for no effect and ±100 for the full control effect.

BRCT inh green,SMILES,USP2a inhib,15-hLO inh,BRCT PPI red
-0.8%[3.08 µM],O=C1OC(C(O)CO)C(O)=C1O (centres undefined),-10%,0%,-5.4%
-1.2%[3.08 µM],CC(=O)Nc1ccc(OC(=O)c2ccccc2O)cc1,-11%,-2%,1.4%
0.3%[3.08 µM],CC(=O)C1CCC2C3CCC4=CC(=O)CC[C@@]4(C)C3CC[C@]12C (some centres undefined),0%,-10%,0.3%
-4.4%[3.08 µM],CCCC(=O)O[C@]1(C(=O)CO)CCC2[C@@H]3CCC4=CC(=O)CC[C@]4(C)C3C(O)C[C@]21C (some centres undefined),0%,-3%,0.3%
1.9%[3.08 µM],CN1C(CC(=O)c2ccccc2)CCCC1CC(O)c1ccccc1 (centres undefined),-1%,0%,-10.0%
-2.0%[3.08 µM],Cc1cn(C2CC(N=[N+]=[N-])C(CO)O2)c(=O)[nH]c1=O (centres undefined),-5%,-8%,0.7%
-0.2%[3.08 µM],CS(=O)(=O)c1ccc(C2=C(c3ccccc3)C(=O)OC2)cc1,-8%,5%,0.3%
-0.1%,C/C(=C\CO)CCC(C)CCCC(C)CCCC(C)C (centres undefined),-19%,-5%,0.9%
-3.7%,Nc1ncnc2c1nc(Br)n2C1CC(O)C(CO)O1 (centres undefined),0%,-9%,-1.0%
-3.1%[3.08 µM],COC1[C@H](OC(N)=O)C(O)[C@H](Oc2ccc3c(O)c(NC(=O)c4ccc(O)c(CC=C(C)C)c4)c(=O)oc3c2C)OC1(C)C (some centres undefined),6%,-28%,-2.2%
8.7%[3.08 µM],CCN(CC)CCOc1ccc2c(c1)C(=O)c1cc(OCCN(CC)CC)ccc1-2,-3%,1%,0.8%
0.1%[3.08 µM],CC(C)C1CCC(C(=O)NC(Cc2ccccc2)C(=O)O)CC1 (centres undefined),-20%,-5%,-1.2%

A section of the results above, for reference:
BRCT inh green,SMILES,USP2a inhib,15-hLO inh,BRCT PPI red
8.7%[3.08 µM],CCN(CC)CCOc1ccc2c(c1)C(=O)c1cc(OCCN(CC)CC)ccc1-2,-3%,1%,0.8%
0.1%[3.08 µM],CC(C)C1CCC(C(=O)NC(Cc2ccccc2)C(=O)O)CC1 (centres undefined),-20%,-5%,-1.2%

Additional compounds follow.
BRCT inh green,SMILES,USP2a inhib,15-hLO inh,BRCT PPI red
-1.5%[3.08 µM],NC(N)=NCCCC(NC(=O)C(N)Cc1ccc(O)cc1)C(=O)O (centres undefined),0%,5%,1.6%
0.5%[3.08 µM],CCCCCCOc1ccccc1C(N)=O,-10%,5%,-0.9%
-2.2%,CC(C)C(C)/C=C/C(C)C1CCC2C3=CCC4CC(=O)CC[C@@]4(C)C3CC[C@]21C (some centres undefined),9%,-11%,1.0%
0.6%,CCOc1ccc(C(=O)c2ccc(O)c(O)c2O)cc1,6%,u,1.3%
0.8%[3.08 µM],CS(=O)(=O)c1ccc(C(O)C(CO)NC(=O)C(Cl)Cl)cc1 (centres undefined),0%,-8%,-0.7%
-0.4%[3.08 µM],CCC1OC(=O)C(C)[C@@H](O[C@H]2C[C@@](C)(OC)C(O)C(C)O2)C(C)[C@@H](O[C@@H]2OC(C)CC(N(C)C)C2O)[C@@](C)(O)CC(C)C2NC(COCCOC)O[C@H](C2C)[C@@]1(C)O (some centres undefined),16%,-4%,0.0%
1.6%[3.08 µM],CCCC1CC(C(=O)N[C@H](C(C)O)C2OC(SC)[C@@H](O)C(O)C2O)N(C)C1 (some centres undefined),-3%,5%,0.0%
-1.4%[3.08 µM],COC(=O)C(O)C1C(C)(C)C(OC(C)=O)C2CC3=C4CC(=O)OC(c5ccoc5)[C@]4(C)CCC3[C@@]1(C)C2=O (some centres undefined),-6%,-2%,-0.4%
-3.5%[3.08 µM],CC(=O)NCc1c(I)c(NC(C)=O)c(I)c(C(=O)O)c1I,-20%,3%,-0.2%
-1.1%[3.08 µM],CC(=O)OC1C[C@@]2(C)C(c3ccoc3)OC(=O)C3O[C@@]32[C@]2(C)C(OC(C)=O)CC3C(C)(C)C(OC(C)=O)CC(OC(C)=O)[C@@]3(C)C12 (some centres undefined),22%,6%,0.7%
-2.0%[3.08 µM],COC(=O)C1=C(C)NC(C)=C(C(=O)OCCN(C)Cc2ccccc2)C1c1cccc([N+](=O)[O-])c1 (centres undefined),13%,-28%,0.2%
-0.6%,Nc1ncnc2c1nc(Br)n2C1OC(CO)C(O)C1O (centres undefined),-4%,-2%,-2.7%

Carrying on:
BRCT inh green,SMILES,USP2a inhib,15-hLO inh,BRCT PPI red
-1.6%[3.08 µM],CCc1ccc2c(O)c3c(cc2c1C(=O)OC)C(=O)c1c(O)ccc(O)c1C3=O,27%,-3%,-8.2%
59%[activator],CC(=O)c1c(O)c(C)c(O)c2c1OC1=CC(=O)C(C(C)=O)C(=O)C12C (centres undefined),1%,9%,20%
-0.4%[3.08 µM],CCN1CCCC(OC(=O)C(c2ccccc2)c2ccccc2)C1 (centres undefined),6%,-3%,2.1%
-2.0%[3.08 µM],CC(C)=CCOc1cc2oc(=O)ccc2cc1O,4%,-13%,-0.7%
6.5%[3.08 µM],Cc1cc(O)c(C=O)c2c1C(=O)Oc1c(C)c(O)c3c(c1O2)C(O)OC3=O (centres undefined),12%,-15%,14%
0.2%[3.08 µM],NC(Cn1ccc(=O)c(O)c1)C(=O)O (centres undefined),-14%,2%,0.0%
-1.9%[3.08 µM],C#CCCCCCCCCCCCC(O)CC(O)CO (centres undefined),58%[activator],0%,0.9%
-1.5%[3.08 µM],Oc1ccc(C2Oc3cc(O)cc(O)c3CC2O)cc1 (centres undefined),8%,2%,1.1%
-1.9%[3.08 µM],CC(CC(O)C1OC1(C)C)C1CCC2(C)C3=CCC4C(C)(C)C(=O)CCC4(C)C3CC[C@@]12C (some centres undefined),26%,-9%,0.1%
1.2%[3.08 µM],COc1cc2c(cc1OC)Cc1cc(OC)c(OC)cc1Cc1cc(OC)c(OC)cc1C2,5%,-6%,0.3%
-0.1%,O=C(NCO)c1cccnc1,-1%,-2%,0.3%
-2.4%[3.08 µM],O=c1cc(-c2ccc(O)c(O)c2)oc2ccccc12,-6%,1.6µM*,1.9%

Seven entries picked at random from the list so far:
BRCT inh green,SMILES,USP2a inhib,15-hLO inh,BRCT PPI red
1.2%[3.08 µM],COc1cc2c(cc1OC)Cc1cc(OC)c(OC)cc1Cc1cc(OC)c(OC)cc1C2,5%,-6%,0.3%
-0.1%,O=C(NCO)c1cccnc1,-1%,-2%,0.3%
-2.4%[3.08 µM],O=c1cc(-c2ccc(O)c(O)c2)oc2ccccc12,-6%,1.6µM*,1.9%
-1.6%[3.08 µM],CCc1ccc2c(O)c3c(cc2c1C(=O)OC)C(=O)c1c(O)ccc(O)c1C3=O,27%,-3%,-8.2%
-1.9%[3.08 µM],C#CCCCCCCCCCCCC(O)CC(O)CO (centres undefined),58%[activator],0%,0.9%
59%[activator],CC(=O)c1c(O)c(C)c(O)c2c1OC1=CC(=O)C(C(C)=O)C(=O)C12C (centres undefined),1%,9%,20%
-2.0%[3.08 µM],CC(C)=CCOc1cc2oc(=O)ccc2cc1O,4%,-13%,-0.7%

The results go on:
BRCT inh green,SMILES,USP2a inhib,15-hLO inh,BRCT PPI red
-3.4%[3.08 µM],O=C(O)C(O)[C@@](O)(Cc1ccc(O)cc1)C(=O)O (some centres undefined),-9%,-8%,0.1%
-2.1%[3.08 µM],CC(=O)OC1CC2C(C)(C)C(=O)CC[C@]2(C)C2CC[C@]3(C)C(=CC(=O)OC3c3ccoc3)[C@]12C (some centres undefined),41%[activator],3%,0.3%
-1.3%,COC(=O)c1c(OC)cc2c(c1C)Oc1c(Cl)c(OC(C)=O)c(Cl)c(C)c1C(=O)O2,1%,-4%,1.2%
-1.5%[3.08 µM],CC1(C)C(O)C=C[C@@]2(C)C1CC(=O)O[C@@]1(C)C3=CC(=O)OC(c4ccoc4)[C@]3(C)CCC21 (some centres undefined),43%[activator],2%,-0.9%
-2.4%,CSCCC(N)C(=O)NC(CC(C)C)C(=O)NC(Cc1ccccc1)C(=O)O (centres undefined),-5%,-4%,1.0%
-2.4%,CC(C)=CC1C(CO)C1(C)C (centres undefined),2%,u,1.5%
0.4%[3.08 µM],CC(=O)OCC(=O)C1CCC2C3CC=C4CC(O)CC[C@@]4(C)C3CC[C@]12C (some centres undefined),23%,-3%,-4.5%
-2.3%[3.08 µM],CC1(C)OC2CC3C4CCC5=CC(=O)C=C[C@@]5(C)[C@]4(F)C(O)C[C@@]3(C)[C@]2(C(=O)CO)O1 (some centres undefined),3%,-5%,-0.5%
-1.9%,CSc1ncnc2c1ncn2C1OC(CO)C(O)C1O (centres undefined),-7%,1%,2.1%
-0.8%[3.08 µM],CC1(C)OC2CC3C4CCC5=CC(=O)CCC5(C)C4(F)C(O)CC3(C)[C@]2(C(=O)CCl)O1 (some centres undefined),32%[activator],4%,1.1%
-1.9%[3.08 µM],O=C(OCC1OC(OC(=O)c2cc(O)c(O)c(OC(=O)c3cc(O)c(O)c(O)c3)c2)[C@@H](OC(=O)c2cc(O)c(O)c(OC(=O)c3cc(O)c(O)c(O)c3)c2)C(OC(=O)c2cc(O)c(O)c(OC(=O)c3cc(O)c(O)c(O)c3)c2)C1OC(=O)c1cc(O)c(O)c(OC(=O)c2cc(O)c(O)c(O)c2)c1)c1cc(O)c(O)c(OC(=O)c2cc(O)c(O)c(O)c2)c1 (some centres undefined),1µM*,0.5µM*,55%[activator]
-1.4%[3.08 µM],Cc1cc(O)cc(=O)o1,1%,-8%,-1.2%

The results go on.
BRCT inh green,SMILES,USP2a inhib,15-hLO inh,BRCT PPI red
-4.4%[3.08 µM],CC(=O)OC1CC(OC(C)=O)[C@]2(C)C(CC(OC(C)=O)[C@@]3(C)C4=CC(=O)OC(c5ccoc5)[C@]4(C)CCC32)C1(C)C (some centres undefined),30%,7%,0.2%
-0.2%,COc1ccc(-c2cc(=O)c3ccccc3o2)cc1,-7%,-2%,-0.6%
-4.6%[3.08 µM],CN1CCCC1CCO[C@@](C)(c1ccccc1)c1ccc(Cl)cc1 (some centres undefined),-1%,-10%,1.2%
1.5%,COC1=CC(C)C2CC3OC(=O)CC4C(C)=C(OC)C(=O)C([C@]2(C)C1=O)[C@]34C (some centres undefined),3%,-2%,0.1%
-0.3%[3.08 µM],CC(=O)OC1CC[C@]2(C)C(CC(OC(C)=O)[C@]3(C)C2CC[C@@]2(C)C(c4ccoc4)OC(=O)C4O[C@]432)C1(C)C (some centres undefined),37%[activator],0%,0.2%
0.6%[3.08 µM],NCC1O[C@H](O[C@@H]2C(O)[C@H](O[C@H]3OC(CO)C(O)C(N)C3O)[C@@H](N)C[C@H]2N)[C@@H](N)CC1O (some centres undefined),-6%,-1%,-1.1%
0.13µM*,O=C(O)CN(CC(=O)O)Cc1cc2c(-c3ccccc3C(=O)O)c3cc(CN(CC(=O)O)CC(=O)O)c(=O)cc-3oc2cc1O,54%[activator],u,0.63µM*
0.1%[3.08 µM],CC(=O)OC1CC[C@@]2(C)C3CC[C@@]4(C)C(CC5O[C@@]6(CCC(C)CO6)C(C)C54)C3CC[C@@H]2C1 (some centres undefined),13%,6%,-0.6%
-2.3%[3.08 µM],Oc1ccc(Cl)c2cccnc12,-2%,3%,-1.9%
0.4%,CC(=O)Oc1c(-c2ccccc2)oc2c(CC=C(C)C)c3c(c(OC(C)=O)c2c1=O)C=CC(C)(C)O3,20%,9%,-0.2%
-0.7%[3.08 µM],Cn1c(=O)[nH]c(=O)c2[nH]cnc21,13%,-2%,2.8%
-1.3%[3.08 µM],O=C(/C=C/c1ccccc1)c1ccc(O)cc1,-2%,-6%,0.9%

Assay outcomes (PubChem)

An excerpt; rates above refer to the full screens.
